Bioassay records as filed in PubChem BioAssay.
S2 tox – viability counter-screen for ATXN expression inhibitors | S2 cells (HEK-293 line with an ATXN2-luciferase reporter) viability, CellTiter-Fluor protease fluorescence, 24 h | Potency, µM (top dose mostly 56.7 µM), usual class: cytotoxic | 0.49% of 400,000 active | AID 651635; further: nearly all actives have a fitted effect of over 40% in size
Nrf2 inh – inhibitors of Nrf2 signaling; A549 ARE-Fluc reporter, luciferase luminescence, 18-24 h; Potency, µM (series often up to 46 µM), inactives show at the top dose activity change, negative = inhibition, most hits filed as inhibitors; 2.1% of 360,000 active; further: on the % scale 0 is the no-effect control and ±100 the full control effect; nearly all actives have a fitted effect of over 60% in size
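Nrf2 function is reported as luminescence of an ARE-controlled luciferase in A549 cells. Compounds were tested at several concentrations, and a CellTiter-Fluor read on the same wells flagged cytotoxicity.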
TGFb SMAD3 inh – inhibitors of TGF-b signaling; 1.2% of 410,000 active; AID 588855; Potency, µM (highest dose often 46.1 µM), for inactives: at the highest dose activity, negative = inhibition, hits mostly inhibitors; HepG2 CAGA-GFP TGF-b/SMAD3 reporter, GFP fluorescence, 18 h; TGF-beta stimulated, 500 pg/mL final; further: on the % scale 0 is the no-effect control and ±100 the full control effect; nearly all actives have a fitted effect of over 65% in size
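HEPG2 CAGA-GFP cells (1000/well, DMEM with 1% FBS) were pre-incubated 2 h at 37 degrees C, given compound by pin tool, then stimulated with TGF-beta at 500 pg/mL final for 18 h before per-cell GFP fluorescence imaging.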
Nrf2 activator – Nrf2 pathway activation; 0.31% of 410,000 active; AREc32 ARE-luciferase reporter (MCF7-derived line), luminescence, 24 h; AID 624171; Potency, µM (titrated, usually from 46.1 µM), inactives show at the top dose activation, most hits filed as activators; further: % of control where 0% means no effect; nearly all actives have a fitted effect of over 65% in size
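Luciferase luminescence (Steady-Glo, 30 min at room temperature) served as the read-out of ARE activation in AREc32 cells treated with compounds for 24 hr at 37 deg C.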
A549 tox – counter-screen for Nrf2 inhibitors: cytotoxicity in A549 cells; A549 ARE-Fluc cells, CellTiter-Fluor viability, 18-24 h; Potency, µM (series often up to 46 µM), without a hit: at the top dose activity change, negative = cytotoxicity, actives largely listed as inhibitors; 0.16% of 390,000 active; AID 504648; further: on the % scale 0 is the no-effect control and ±100 the full control effect
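A549 ARE_Fluc cells in 5% FBS OPTI-MEM were exposed to compounds in concentration-response for 18-24 h at 37 deg C. Viability was read by CellTiter-Fluor fluorescence (Ex 405/Em 525) after 30 min, before the luciferase read.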
HepG2 tox – counter-screen for TGF-b inhibitors: cytotoxicity in HepG2 cells; HepG2 CAGA-GFP viability, ATP luminescence, 18 h; Potency, µM (doses to about 46.1 µM), for the others: at the highest dose activity change, negative = cytotoxicity, hits mostly cytotoxic; 0.76% of 410,000 active; AID 588856; further: some results filed as inactive show a strong effect at the top dose
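CellTiter-Glo luminescence gave cytotoxicity after 18 hours at 37 degrees C. The cells were HepG2 CAGA-GFP in 1% FBS DMEM, stimulated with 500 pg/mL TGF-beta after compound addition. %Activity was normalised to no-cell wells (complete cell-killing) and DMSO (no toxicity), and curves were fitted and classified.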
EPAC2 antag – antagonists of human EPAC2 | Q8WZA2 | EPAC2 GEF exchange of Rap1B-BODIPY-GDP, fluorescence | Potency, µM (titrated, usually from 114 µM), inactives show top-dose activity, negative = inhibition, hits mostly inhibitors | 0.18% of 360,000 active | AID 720708; further: on the % scale 0 is the no-effect control and ±100 the full control effect; nearly all actives have a fitted effect of over 45% in size; many of its hits are not listed in these tables
Target sequence (Q8WZA2 whole entry, looked up): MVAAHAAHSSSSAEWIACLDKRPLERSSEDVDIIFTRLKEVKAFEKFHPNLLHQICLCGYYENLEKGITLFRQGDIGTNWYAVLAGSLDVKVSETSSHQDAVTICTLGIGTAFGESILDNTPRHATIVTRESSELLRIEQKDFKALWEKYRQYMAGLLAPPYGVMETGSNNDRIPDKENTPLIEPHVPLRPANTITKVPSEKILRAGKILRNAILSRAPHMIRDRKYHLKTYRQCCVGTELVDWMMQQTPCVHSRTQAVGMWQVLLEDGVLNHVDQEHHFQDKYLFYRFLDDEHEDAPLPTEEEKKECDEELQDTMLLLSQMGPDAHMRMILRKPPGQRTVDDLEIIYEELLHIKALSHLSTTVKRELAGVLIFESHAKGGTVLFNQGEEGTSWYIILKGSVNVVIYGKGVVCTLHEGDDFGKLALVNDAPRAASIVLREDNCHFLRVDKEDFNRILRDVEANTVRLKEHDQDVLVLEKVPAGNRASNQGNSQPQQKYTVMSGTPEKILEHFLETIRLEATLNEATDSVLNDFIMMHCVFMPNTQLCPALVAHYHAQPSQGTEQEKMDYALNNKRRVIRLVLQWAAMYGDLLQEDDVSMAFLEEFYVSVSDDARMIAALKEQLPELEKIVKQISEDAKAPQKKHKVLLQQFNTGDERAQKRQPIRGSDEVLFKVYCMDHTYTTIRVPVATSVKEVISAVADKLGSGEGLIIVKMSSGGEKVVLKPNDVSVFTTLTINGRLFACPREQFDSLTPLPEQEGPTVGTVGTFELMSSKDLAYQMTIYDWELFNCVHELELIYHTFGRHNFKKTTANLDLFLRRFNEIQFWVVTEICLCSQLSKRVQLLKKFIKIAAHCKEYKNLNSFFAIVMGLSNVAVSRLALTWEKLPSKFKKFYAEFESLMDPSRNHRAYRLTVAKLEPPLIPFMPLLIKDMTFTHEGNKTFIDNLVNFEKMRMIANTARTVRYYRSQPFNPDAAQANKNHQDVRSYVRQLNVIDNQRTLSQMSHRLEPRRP
ATXN2 expr inh – inhibitors of ATXN2 expression | AID 1745845 | Potency, µM (titrated, usually from 57 µM), for inactives: at the top dose activity change, negative = inhibition, most hits filed as inhibitors | HEK-293 ATXN2-luciferase reporter, luminescence, 24 h | 0.72% of 360,000 active; further: on the % scale 0 is the no-effect control and ±100 the full control effect; nearly all actives have a fitted effect of over 55% in size
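ATXN2-luciferase reporter cells (luciferase flanked by upstream and downstream ATXN2 gene portions) were treated 24 h at 37 °C with compounds at up to 57 uM. SteadyGlo luminescence gave expression; GF-AFC fluorescence gave viability.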
MCF10A rereplic – inducers of DNA re-replication in MCF 10A breast cells; MCF 10A DNA re-replication, Hoechst nuclear intensity, 48 h; Potency, µM (top dose mostly 46.1 µM), for inactives: at the highest dose activity, positive = re-replication, hits mostly activators; 2.9% of 350,000 active; AID 624296; further: % of control where 0% means no effect; nearly all actives have a fitted effect of over 50% in size
Active calls of the source: *; i = inactive; ? = inconclusive; . = not tested or not shown; & = joins results of further samples; [ ] = remark or other dose. The call rests on the fitted dose curve; in most records, active means well fitted curve in the direction sought with a large enough effect; inconclusive means small, poorly fitted or top-dose-only effect, or another doubt; inactive means no such curve, though single readings can be large; an effect the other way counts as inactive or inconclusive. Potency means the concentration at half of the fitted maximal effect. A portion of the library (hit frequency here may not be typical).

Values in the order – S2 tox	Nrf2 inh	TGFb SMAD3 inh	Nrf2 activator	A549 tox	HepG2 tox	EPAC2 antag	ATXN2 expr inh	MCF10A rereplic
> Cc1cccc(N/C(N)=N/c2nc(C)c(Cc3ccccc3)c(=O)[nH]2)c1
 : i	?	5%	-0.5%	-22%	-1%	3%	-29%	18%
> COc1ccc(-n2ccnc2SCC(=O)Nc2ccc(F)cc2F)cc1
 : .	.	4%	-0.8%	0%	-25%	.	.	.
> Cc1ccc(C)n1-n1c(C)nc2scc(-c3ccccc3)c2c1=O
 : i	?	42%[activator]	1.6%	2%	-2%	-6%[57.1 µM]	5%	7%
> O=C(O)C(=Cc1ccncc1)c1cccc2ccccc12
 : i	.	3%	-0.1%	.	-4%	2%	.	.
> Cc1nnc2n(C)c(=O)c3c4c(sc3n12)COC(C)(C)C4
 : i	11%	-1%	0.3%	0%	-7%	0%	1%	-10%
> CCOC(=O)N1CCC(N2CCCC(C(=O)c3cccc(OC)c3)C2)CC1 (configuration not stated)
 : i	21%	10%	-0.2%	11%	-4%	5%	-7%	1%
> Cc1ccccc1C(=O)O
 : i	0%	-8%	-0.3%	1%	-22%	-10%	-3%	2%
> O=C(Nc1ccnn1C1CCN(Cc2cc(Cl)ccc2O)CC1)c1cccnc1
 : i	-3%	1%	-1.8%	1%	0%	-2%	-7%	7%
> COCCCNC(=O)c1ccc(-c2c(C)noc2C)c2ccoc12
 : i	.	14%	?	.	0%	5%	91%[activator]	.
> O=C(c1cc(C(=O)N2CCOCC2)c2nc3ccccc3n2c1)c1cc(Cl)cc(Cl)c1O
 : i	?	-2%	2.5%	-8%	-20%	-20%	.	3%
> Cc1ccc(C(=O)N2CCc3cc(CNC(=O)CSc4ccccc4)ccc32)cc1
 : .	.	?	-0.1%	-28%	-23%	.	.	.
> COc1ccc(NC(=O)Cn2nnc(C(=O)NCc3ccc4c(c3)OCO4)c2N)cc1
 : i	0%&-11%	3%&-40%	0.1%&0.0%	4%&-4%	-10%&-2%	-9%	-14%[11.3 µM]	7%
> COc1ccc(C(C(=O)NC(C)(C)C)N(C(=O)CNC(=O)c2cccs2)c2ccc(C(C)C)cc2)cc1OC (configuration not stated)
 : ?	0%	-19%	0.3%	-9%	-17%	-11%	-10%	-3%
> CC(=O)N(C(C)=O)c1nc(-c2ccccc2)cn1/N=C/c1ccccc1
 : i	?	?	-0.4%	-11%	-46%	-9%	-31%	12µM*
> CCCCN(C)C(=O)c1ccc2c(c1)NC(=O)C(CC(C)C)N2 (configuration not stated)
 : i	.	5%	0.3%	3%	5%	.	4%	.
> CC1(C(=O)NCc2cccnc2)CCN1C(=O)Cc1cccs1 (configuration not stated)
 : i	.	0%	-0.5%[9.22 µM]	.	-1%	1%	16%	.
> C[C@@]12C(=O)Nc3ccc(Br)cc3C(=O)N1[C@H]1c3ccccc3OC[C@@H]1[C@@H]2c1ccccc1
 : i	29%	4%	0.1%	0%	-14%	7%	16%	?
> Cc1sc(N(C(=O)CCc2ccccc2)c2ccc(C(=O)O)cc2)nc1-c1ccccc1
 : ?	?	1%	-0.6%	-4%	9%	-14%	.	?
> Cc1ccc(NC(=O)C2CCN(S(=O)(=O)c3ccc4c(c3)CCCC(=O)N4)CC2)cc1N(C)C
 : i	?	-2%&-3%	0.0%&3.5%	-4%&0%	-22%&-17%	4%	2%&-12%	6%
> O=c1cc(CSc2nnc(COc3ccccc3)o2)c2ccccc2[nH]1
 : i	?	-5%	0.1%	6%	-11%	-7%	-6%	8%
> COc1cc(OC)c(NS(=O)(=O)c2ccc3c(c2)NC(=O)CCS3)cc1Cl
 : ?	?	-26%	0.5%	1%	5%	.	-32%	.
> Cc1ccc2c(c1)c1c(c(=O)n(-c3ccccc3C)c(=O)n1CC(=O)c1ccc(Cl)cc1)n2C
 : i	?	0%	-0.7%	0%	-2%	.	9%	.
> Cc1cc(C)cc(NC(=O)COC(=O)c2cc(=O)[nH]c(=O)[nH]2)c1
 : i	28%	?	-0.3%	0%	13%	-5%	2%[11.3 µM]	3%
> Cc1cc(OCC(=O)OCC(=O)N(C)c2c(N)n(Cc3ccccc3)c(=O)[nH]c2=O)ccc1Cl
 : ?	11%	16%	-0.7%	-5%	4%	19%	13%	0%
> Cc1ccc(C)c(S(=O)(=O)N2CCCC2CNC(=O)c2ccc([N+](=O)[O-])cc2)c1 (configuration not stated)
 : i	18µM*	-24%	0.0%	-1%	-17%	2%	?	8%
> CC1CCn2c(nc3cc(C(=O)NCCc4ccccc4)ccc32)C1 (configuration not stated)
 : .	.	-5%	-3.2%	-3%	1%	.	.	.
> CC(=O)N1c2ccc(S(=O)(=O)N3CCOCC3)cc2CC1C (configuration not stated)
 : i	12%	9%	-0.6%	0%	9%	-4%	4%	-2%
> COc1ccc(C2(C(=O)Nc3ccc(C)c(C)c3)CCOCC2)cc1
 : i	-18%	-4%	-0.3%	2%	-1%	-21%	-11%	-4%
> Cc1cc(C)c2c(c1)/C(=N/NC(=S)Nc1ccc(F)cc1)CCC2
 : i	-23%	0%	-0.4%	-5%	-19%	-3%	-13%	2%
> COc1ccc(Cl)cc1C(=O)NCC#N
 : i	1%	-2%	-0.6%	-3%	6%	-2%	-10%	2%
> O=c1cc(CO)oc(CN2CCN(c3cccc(C(F)(F)F)c3)CC2)c1O
 : ?	?	-10%	-1.2%	3%	-39%	4%	-24%	2%
> CC(C)C1C(=O)N(Cc2cn(Cc3ccco3)nn2)CCS(=O)(=O)N1Cc1ccc(-c2ccccc2)cc1 (configuration not stated)
 : ?	.	?	-0.4%	.	-34%	-10%	?	.
> CCOC(=O)c1ccc(N2C(=O)c3[nH]nc(-c4ccc(C)cc4)c3C2c2ccc(O)c(OCC)c2)cc1 (configuration not stated)
 : ?	21µM*	?	13%	-10%	-26%	.	?	.
> O=C1[C@@H]2Cc3c([nH]c4ccccc34)C(c3ccccc3)N2C(=O)CN1C1CC1 (some centres not stated)
 : i	2%	-9%	0.1%	1%	-15%	-19%	-5%	-3%
> O=C1CN(C(=O)COC(=O)c2ccccc2NC(=O)c2ccco2)c2ccccc2N1
 : ?	-4%	-8%	-0.1%	-8%	-18%	-3%	-21%	-1%
> COc1ccccc1N(O)C1CC(=O)N(c2ccc(Br)cc2)C1=O (configuration not stated)
 : i	21%	-15%	?	-14%	-18%	10%	0%	?
> CC(C)CC(=O)N1CCC(N(CCc2ccccc2)Cc2ccccc2)CC1
 : i	?	?	-0.1%	-6%	-18%	-8%	.	11%
> CCCCc1ccc(NS(=O)(=O)N(C)C)cc1
 : i	17%	-8%	2.0%	1%	-15%	-19%	12%	?
> OCC[C@@H]1C[C@H](O)[C@@H](O)[C@]2(OCCc3cc(Cl)ccc32)O1
 : i	.	-4%	-0.3%	.	-5%	-5%	2%	.
> O=C(NC1=NCCS1)c1ccccc1
 : i	2%	2%	3.3%	-4%	-1%	12%	21%	4%
> COc1ccc(OCCNS(=O)(=O)c2ccccc2)cc1
 : i	11%	2%	0.2%	8%	-2%	-4%	1%	2%
> COc1cccc(N2CCN(C(=O)Nc3ccc4c(c3)NC(=O)CO4)CC2)c1
 : i	?	-1%	-0.1%	-9%	-2%	5%	3%	-177%[0.0737 µM]
> C[C@H](NC(=O)OCc1ccccc1)c1nnc([C@H](Cc2ccccc2)NC(=O)OC(C)(C)C)o1
 : ?	-7%	-19%	1.3%	-8%	-4%	-9%	1%	7%
> COC(=O)C1CCN(C(=O)c2cc(S(=O)(=O)N3CCCCC3)ccc2Cl)CC1
 : i	-2%	6%	0.4%	6%	-4%	4%	4%	5%
> CCCCCC(=O)N1C[C@@H](O)[C@H](n2cc(COC(=O)c3ccccc3)nn2)C[C@@H]1c1ccc(Cl)cc1
 : i	.	-26%	1.4%	.	-32%	-5%	-26%	.
> CCOc1ccc2nc(NC(=O)c3c([N+](=O)[O-])cnn3CC)sc2c1
 : i	-18%	-27%	-0.9%	-15%	-21%	2%	10%	1%
> Cc1cc(=O)oc2c3c(cc(OCC(=O)N[C@H](C(=O)O)c4ccccc4)c12)OC(C)(C)CC3
 : i	13%	-1%	-0.4%	-1%	-2%	10%	0%	-6%
> Cc1ccc(C)c(NC(=O)NNS(=O)(=O)c2ccc(C)c(C)c2)c1
 : i	0%	-5%	-0.2%	3%	-43%	5%	-10%	2%
> COC(=O)NCc1ccc2c(c1)OCO2
 : ?	15%	?	0.4%	-4%	1%	1%	0%	0%
> CCc1ccccc1NNC(=O)c1snnc1C
 : i	4%	?	0.7%	-1%	-15%	2%	-13%	?
> N#Cc1cccc(S(=O)(=O)NNC(=O)C23CC4CC(CC(C4)C2)C3)c1
 : i	-5%	-2%	-0.6%	3%	-19%	0%	4%	0%
> CCCC1=NN(C(=O)Cc2ccc(OC)c(OC)c2)C(O)(C(F)(F)F)C1 (configuration not stated)
 : i	0%	-6%	0.2%	0%	-7%	1%	.	0%
> N/C(=N\OC(=O)c1ccccc1Cl)c1ccccn1
 : i	.	3%	?	-10%	-61%	-4%	16µM*	-20%
> Cc1cccc(OCC(=O)Nc2cccc(-c3nc4ccccc4s3)c2)c1
 : i	?	-18%	5.1%	2%	-32%	.	5%	.
> COc1ccc(C2=CC(c3ccc(C)cc3)n3nnnc3N2)cc1 (configuration not stated)
 : .	15%	-1%	0.8%	11%	-7%	16%	-16%	7%

Sorted by molar mass (lowest first): some entries from above.
Values in the order – S2 tox	Nrf2 inh	TGFb SMAD3 inh	Nrf2 activator	A549 tox	HepG2 tox	EPAC2 antag	ATXN2 expr inh	MCF10A rereplic
> COCCCNC(=O)c1ccc(-c2c(C)noc2C)c2ccoc12
 : i	.	14%	?	.	0%	5%	91%[activator]	.
> Cc1ccc(C(=O)N2CCc3cc(CNC(=O)CSc4ccccc4)ccc32)cc1
 : .	.	?	-0.1%	-28%	-23%	.	.	.
> Cc1ccc(NC(=O)C2CCN(S(=O)(=O)c3ccc4c(c3)CCCC(=O)N4)CC2)cc1N(C)C
 : i	?	-2%&-3%	0.0%&3.5%	-4%&0%	-22%&-17%	4%	2%&-12%	6%
